Screening data as filed in PubChem BioAssay.
bIAP inhibitor – bovine intestinal alkaline phosphatase inhibitors, primary screen, selectivity assay for TNAP inhibitor project, biochemical, bovine IAP, CDP-star luminescence; purified bovine IAP, 30 min; AID 1019, 2008; inhibition, % at 20 µM; 190,000 tested, under 10 active;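 active = over 50% inhibition of intestinal alkaline phosphatase at 20 µM in the single-dose screen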
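System: purified bovine intestinal alkaline phosphatase (IAP) enzyme; Input: IAP diluted 1/65,000,000 in the well; Measured by: CDP-star luminescence signal; Compound dosing: 20 µM single dose; Incubation: 30 min reaction at room temperature.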
RAM inhibit – inhibitors of the yeast RAM network, primary screen, dse1pr::URA3 reporter, 5-FOA selection | S. cerevisiae dse1pr::URA3 reporter, 5-FOA growth OD615, 2 d; analog-sensitive cbk1-as2 kinase mutant strain | 190,000 compounds, 1.8% hits | inhibition, % at 50 µM;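 active = inhibition above a set limit, 3 SD over mean compound inhibition, cut at about 8.4% in these data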;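 also: 0% = DMSO-only wells with no growth and 100% = 10 µM 1-NA-PP1 full growth; inhibition rescues growth on 5-FOA so higher OD means more RAM inhibition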
PPARg SRC-2 ag – agonists of PPARg-SRC-2 recruitment, primary screen, biochemical, HTS. activation, % at 8 µM. 200,000 compounds, 0.34% hits. PPARgamma LBD-SRC-2 recruitment. AID 1032, 2008; in the data active = activation above about 22%;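 also: 0% = vehicle and 100% = reference agonist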
Target sequence (P37231 whole entry, looked up, the tested form may be a part): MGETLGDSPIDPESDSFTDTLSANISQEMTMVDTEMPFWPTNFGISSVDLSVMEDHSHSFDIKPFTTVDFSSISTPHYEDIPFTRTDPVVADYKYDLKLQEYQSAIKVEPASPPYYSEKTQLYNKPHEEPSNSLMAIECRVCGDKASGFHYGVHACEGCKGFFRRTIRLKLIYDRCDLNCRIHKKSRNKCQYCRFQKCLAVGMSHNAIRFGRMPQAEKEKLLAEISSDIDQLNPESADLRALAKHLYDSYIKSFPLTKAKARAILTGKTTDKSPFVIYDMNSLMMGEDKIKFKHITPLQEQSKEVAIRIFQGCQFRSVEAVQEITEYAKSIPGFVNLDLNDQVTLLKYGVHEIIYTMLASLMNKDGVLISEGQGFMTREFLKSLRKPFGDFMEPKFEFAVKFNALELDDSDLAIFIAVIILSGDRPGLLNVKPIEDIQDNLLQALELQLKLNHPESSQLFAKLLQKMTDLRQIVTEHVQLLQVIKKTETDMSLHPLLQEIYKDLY
TR-FRET SRC-2 ct – TR-FRET signal artefacts, primary screen, artefact control for PPARgamma SRC-2 agonist project, biochemical. TR-FRET artefact counter-screen; active compounds read high. 200,000 compounds, 0.4% hits. TR-FRET ratio at 8 µM; in the data active = TR-FRET ratio above about 2000; also: inactives centre near 1500
ROMK primary – ROMK potassium channel modulators, primary screen, cell-based, thallium flux, MLSMR library; Tet-inducible ROMK, thallium flux fluorescence; actives lie on both sides; B-score at 10 µM; 130,000 compounds, 2% hits;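 active = signal ratio slope over the read window, or its plate-corrected B-score, at least 3 SD from the plate mean, either direction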;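 also: B-score of the F/F0 ratio slope over 7 to 12 s after thallium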
Target sequence (P48048 whole entry, looked up): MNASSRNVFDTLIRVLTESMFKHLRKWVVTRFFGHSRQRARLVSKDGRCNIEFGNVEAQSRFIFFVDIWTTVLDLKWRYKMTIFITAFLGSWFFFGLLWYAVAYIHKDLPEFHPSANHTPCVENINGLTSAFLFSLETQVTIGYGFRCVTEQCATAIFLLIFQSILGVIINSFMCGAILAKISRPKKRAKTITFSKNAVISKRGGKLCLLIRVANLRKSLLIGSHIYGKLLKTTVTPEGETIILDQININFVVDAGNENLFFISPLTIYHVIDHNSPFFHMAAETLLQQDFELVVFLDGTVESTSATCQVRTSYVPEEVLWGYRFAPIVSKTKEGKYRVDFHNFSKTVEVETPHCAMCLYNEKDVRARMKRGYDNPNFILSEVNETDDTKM
Lmaj promast – Leishmania major promastigote growth inhibition, primary screen; Leishmania major promastigotes, resazurin fluorescence viability; inhibition, % at 10 µM; AID 1063, 2008; 200,000 compounds, 9% hits; in the data active = inhibition above about 50%;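 also: promastigotes grown with compound for 44 hours at 28 °C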
HMGR II inh – inhibitors of E. faecalis class II HMGR, primary screen, biochemical, Enterococcus faecalis. HMG-CoA reductase (Enterococcus faecalis, mvaE). inhibition, % at 10 µM. 190,000 compounds, 0.41% hits. purified E. faecalis HMGR, NADPH absorbance 340 nm kinetic;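 active = inhibition above a set limit, the median over all tested compounds plus 3 SD, cut at about 9.5% in these data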;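 also: enzyme runs in reverse so mevalonate oxidation gives rising NADPH absorbance; 0% = complete reaction with DMSO and 100% = background rate lacking mevalonate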
PPARg SRC3 recr – PPARgamma agonists recruiting SRC-3 coactivator, primary screen, biochemical. AID 731, 2007. activation, % at 8 µM. biochemical PPARgamma/SRC-3 coactivator recruitment assay. Peroxisome proliferator-activated receptor gamma (Homo sapiens), P37231. 200,000 compounds, 0.26% hits; in the data active = activation above about 23%;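 also: 0% = DMSO and 100% = reference agonist; some compounds past the cut are filed as inactive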
PPARg SRC-1 ag – PPARgamma agonists recruiting SRC-1 coactivator, primary screen, biochemical; Peroxisome proliferator-activated receptor gamma (Homo sapiens), P37231; PPARgamma-SRC-1 coactivator recruitment biochemical assay; activation, % at 8 µM; 200,000 compounds, 0.41% hits; AID 631, 2007; in the data active = activation above about 19%;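 also: 0% = DMSO and 100% = reference agonist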
Redox H2O2 prof – compounds producing H2O2 with reducing agent – biochemical, NIH compound library profiling, artefact control for MLSCN library redox annotation, primary screen; DTT-dependent redox cycling H2O2, phenol red/HRP absorbance; 100% = 100 µM peroxide control, 0% = buffer; activation, % at 10 µM; 200,000 compounds, 0.03% hits; AID 878, 2007;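 active = activation of at least 50% relative to the plate's high and low controls in the primary single-dose screen; inactive = activation below 50%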;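 also: compound incubated with DTT at 0.8 mM final as the reducing agent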
S1P3 antagonist – S1P3 receptor antagonists, primary screen, cell-based; Sphingosine 1-phosphate receptor 3 (Homo sapiens), Q99500; CHO S1P3 NFAT-BLA reporter, FRET fluorescence, antagonist mode; inhibition, % at 4.98 µM; 170,000 compounds, 0.27% hits; AID 485, 2006;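 active = inhibition above the plate cutoff, the mean inhibition of test wells on that plate plus 3 SD, cut at about 28% in these data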;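 also: cells challenged with S1P at its EC80 of 0.8 µM; blue over green emission ratio from cleaved BLA substrate after 4 h stimulation; 0% = S1P-stimulated wells and 100% = unstimulated DMSO-only wells; some compounds past the cut are filed as inactive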
* marks the source's active call; other numbers are inactive results; nt = not tested or not shown.

#	SMILES	PPARg SRC-2 ag	PPARg SRC-1 ag	RAM inhibit	ROMK primary	PPARg SRC3 recr	Lmaj promast	TR-FRET SRC-2 ct	HMGR II inh	bIAP inhibitor	Redox H2O2 prof	S1P3 antagonist
1	Cc1ccccc1CNC(=O)c1ccccc1	1.0	3.4	-0.2	0.227	1.4	-2.6	1695	-1.7	6.0	-0.1	nt
2	Cc1nnc(NC(=O)Cc2ccc(OCc3c(C)noc3C)cc2)s1	-0.8	2.6	3.0	-0.0447	4.6	6.8	1552	-4.9	6.6	-4.1	9.6
3	CCn1c(SCc2c(Cl)cccc2Cl)nnc1-c1nn(-c2ccccc2)ccc1=O	4.5	0.1	-0.3	nt	9.1	28.4	1537	-3.1	4.1	-10.2	nt
4	CC(/C=N/NC(=O)c1cc(-c2cccs2)[nH]n1)=C\c1ccccc1	2.5	11.6	6.3	nt	-2.5	0.3	1519	-1.6	5.1	0.6	-2.9
5	CC(C)(C)C(=O)Cn1ncc(N2CCCC2)c(Br)c1=O	5.4	-2.6	3.4	nt	0.0	-1.2	1617	-5.0	-6.5	1.6	nt
6	O=C(C1CCCCC1)N1CCN(C(=O)C2CCCCC2)CC1	1.8	-4.2	-0.7	nt	-3.2	-3.2	1537	-8.4	1.5	-0.4	3.0
7	O=C(CC1COc2ccccc2O1)Nc1ccccn1 (stereo not drawn)	2.6	-1.8	1.3	nt	6.4	-3.8	1625	-4.6	9.5	-0.1	7.4
8	C=CCNC(=O)C(=O)N/N=C/c1cccc(Br)c1	7.7	-0.1	2.4	-0.0246	3.6	-3.8	1441	2.5	-3.3	-0.3	3.1
9	CCCNC1CCS(=O)(=O)C1 (stereo not drawn)	13.8	6.1	1.1	nt	12.5	-4.5	1636	-2.6	5.2	1.7	nt
10	O=c1c2cnn(-c3ccc(F)cc3)c2ncn1Cc1ccccc1	8.9	-6.6	3.0	0.057	3.8	-2.2	1288	-4.8	5.2	-0.8	nt
11	O=C(N/N=C/c1ccccc1)c1sccc1OCc1ccc(F)cc1	-2.2	5.5	0.4	nt	0.8	91.9*	1470	2.5	15.7	2.5	nt
12	CCCCC(CC)C(=O)Nc1ccc(C#N)cc1 (stereo not drawn)	6.0	5.1	2.0	0.675	1.2	21.3	1441	-2.3	14.9	0.3	nt
13	CCOC(=O)c1c(C)oc2c1c(C=NCc1ccccn1)c(O)c1ccccc12	1.6	11.0	3.4	nt	1.8	98.1*	1557	-0.4	10.7	-2.3	-8.9
14	CCCC(=O)Nc1cc(C)c(NC(=O)Cc2ccccc2)cn1	2.2	-1.2	1.2	-0.559	-5.9	-1.5	1599	3.1	9.4	1.1	nt
15	O=C(Cn1cnnn1)Nc1cccc(S(=O)(=O)N2CCCCC2)c1	-2.6	4.3	1.2	0.709	2.8	-10.2	1745	-9.6	2.4	-0.8	-4.9
16	COC(=O)c1c(-c2ccccc2Cl)noc1/C=C/N(C)C	-4.4	-0.6	0.2	nt	0.0	1.4	1568	-1.4	-0.7	-1.6	-7.6
17	CCOc1ccc(N(CC(=O)NCc2ccco2)S(C)(=O)=O)cc1	7.4	9.0	0.3	nt	11.2	1.4	1592	0.1	-4.0	2.6	2.0
18	COc1ccc(C)cc1NC(=O)c1cc2c(CO)cnc(C)c2oc1=N	0.1	5.0	0.9	0.0443	4.0	-4.0	1610	-1.5	nt	0.8	-7.8
19	COc1cccc(CN2CCN(C(=O)c3cccc(F)c3)CC2)c1	3.4	6.1	nt	nt	5.5	-4.6	1394	nt	nt	2.1	-8.5
20	COC(=O)c1ccc(-c2ccc(Cl)cc2)nc1C	5.2	3.1	1.1	0.0946	4.9	-7.2	1464	-1.9	24.3	-0.3	-5.6
21	CN1C(N)=NC(=O)/C1=C/c1ccccc1F	7.1	2.6	0.5	-0.183	2.0	3.0	1395	-6.0	-4.2	-1.5	-8.7
22	CCn1c(COc2ccc(C)cc2)nnc1SCC(=O)Nc1ccc(S(N)(=O)=O)cc1	6.7	4.4	4.0	0.76	7.6	2.9	1530	-2.5	12.7	-0.6	-5.9
23	CCCCn1c(SCC(=O)N2CCCC2)nc2c1c(=O)n(C)c(=O)n2C	12.8	10.9	2.1	-0.00161	0.5	2.5	1632	-5.8	-11.5	-0.7	-8.6
24	CCOc1nc(NCCO)nc(Nc2ccc([N+](=O)[O-])cc2)n1	6.5	-0.5	2.0	nt	0.3	14.2	1485	-1.1	2.2	0.1	7.2
25	CNC(=S)NNC(=O)c1cccn(Cc2ccccc2)c1=O	3.2	3.0	0.9	0.643	3.9	-2.8	1627	9.0	-22.7	-1.2	-14.2
26	C=CCNC(=O)CSc1nnc(-c2ccccc2Cl)n1-c1c(C)n(C)n(-c2ccccc2)c1=O	4.8	2.7	0.0	0.207	0.4	-13.3	1482	-2.7	2.1	0.2	nt
27	COc1ccc(C2Nc3ccc(Br)cc3C(c3ccccc3)N2CC(=O)O)cc1 (stereo not drawn)	-5.0	-8.7	2.5	0.818	-1.4	11.0	1665	-3.6	-5.4	0.3	-28.4
28	c1ccc(-c2csc(Nc3ccc4c(c3)OCCO4)n2)cc1	4.1	0.9	0.0	-0.642	12.8	9.4	1652	4.4	23.9	0.0	nt
29	O=C(NNc1cc(N2CCOCC2)nc(N2CCOCC2)n1)c1ccc(Cl)c(Cl)c1	7.7	-9.9	1.4	nt	0.6	17.9	1471	-1.8	nt	0.7	-17.9
30	CC(C)Oc1ccccc1C1CC(=O)Nc2cc3c(cc21)OCCO3 (stereo not drawn)	4.1	5.0	-1.1	nt	-3.5	18.1	1532	-5.5	7.4	2.5	-10.3
31	CCOC(=O)/C(=N\Nc1ccccc1Cl)N(C)C1CCS(=O)(=O)C1 (stereo not drawn)	8.1	2.2	0.1	-0.446	-1.0	-1.2	1522	0.3	-11.0	-1.5	-7.1
32	CCOc1cc(-c2cc(-c3ccc(N)cc3)nc(N)c2C#N)ccc1O	3.2	11.0	-1.2	4.98*	-1.6	9.2	1483	-6.7	11.9	0.2	-2.5
33	Oc1c(CN2CCOCC2)cc(COCc2ccccc2)c2cccnc12	-1.2	-6.0	-0.1	nt	-2.5	100.5*	1581	-4.2	-4.0	0.1	-4.2
34	COc1ccc(CCNC(=O)CNC(=O)Cn2cnc3sc(C)c(C)c3c2=O)cc1OC	8.0	5.7	0.4	nt	3.0	-2.4	1804	-5.1	-8.5	-0.2	-12.4
35	Cc1onc(-c2ccccc2Cl)c1C(=O)NCC1CCCO1 (stereo not drawn)	-5.6	1.5	1.3	-0.418	4.5	-0.8	1285	-8.4	-15.1	2.2	-19.8
36	CC(=O)NC(CCS(C)(=O)=O)C(=O)Nc1cccc(C(C)=O)c1 (stereo not drawn)	-4.1	-4.5	0.2	nt	-5.9	2.9	1406	1.3	2.1	0.1	-21.8
37	CCc1nnc(NC(=O)c2nc3nc(C)cc(C)n3n2)s1	0.3	1.3	-1.3	0.229	4.5	-3.6	1416	-5.0	-5.3	-1.5	nt
38	Cc1cccc(CN2CCN(CC(=O)NCc3cccs3)C2=O)c1	-0.1	-1.5	-1.6	0.239	-6.9	-0.9	1405	-6.6	-1.8	0.7	nt
39	Cc1cccc(OCCCC(=O)Nc2ccc3c(c2)OCO3)c1	4.5	-1.4	1.5	nt	7.8	1.6	1570	0.2	16.8	0.8	-9.9
40	COC(=O)c1[nH]c2ccccc2c1NC(=O)CN1CC(C)OC(C)C1 (stereo not drawn)	-5.7	2.2	1.9	nt	-7.5	-2.2	1393	-0.8	8.3	2.4	nt
41	O=C(/C=C/c1ccccc1Cl)Nc1cccc(S(=O)(=O)NC2=NCCCCC2)c1	-1.6	-2.6	6.5	-0.786	1.2	7.1	1457	0.6	10.3	0.2	3.8
42	O=C(Nc1ncc(Br)s1)C(Cc1ccccc1)n1cccc1 (stereo not drawn)	-7.6	5.3	5.5	nt	-5.5	25.3	1683	-6.2	1.8	-1.4	66.8*
43	Cc1ccc(C2=Nc3ccccc3N(C(=O)c3ccccc3)C(C)C2)cc1 (stereo not drawn)	1.0	11.2	1.5	0.2	1.6	9.6	1427	0.3	1.3	-0.4	8.9
44	COc1ccc(NC(=O)c2ccc(-c3nn(C)c(=O)c4ccccc34)cc2)cc1	7.8	14.3	2.7	0.596	3.1	-4.3	1571	-3.6	0.7	-0.5	7.3
45	O=P(OC1CCS(=O)(=O)C1)(c1ccccc1)c1ccccc1 (stereo not drawn)	-2.5	15.3	3.0	0.0157	0.7	-4.5	1747	0.7	-1.9	3.8	-15.7
46	COc1ccc(C(C)=O)cc1COC(=O)CNC(=O)c1ccccc1F	6.4	4.0	0.9	1.22	-2.1	5.8	1343	-2.9	6.3	-0.1	5.6
47	CCn1c(SCC(=O)c2ccc(Cl)cc2)nnc1-c1cccs1	2.6	-1.7	4.1	-1.19	-0.1	-1.4	1488	0.0	22.8	0.1	nt
48	CCOC(=O)c1[nH]c(C(=O)O)c(CCC(=O)OC)c1C	-3.2	4.8	0.1	nt	-2.8	0.0	1507	-5.6	3.0	1.2	nt
49	CCCc1nnc(NC(=O)c2cccs2)s1	6.2	-1.6	1.2	nt	4.0	-7.7	1291	-7.3	4.2	0.1	nt
50	O=C(Nc1ccccc1)Nc1nnc(-c2cccs2)s1	5.2	3.7	4.1	nt	5.7	-9.9	1595	-5.9	4.9	0.8	-15.9
51	CCOC(=O)N1CCN(C(=O)c2ccc(C#CC3(O)CCCCC3)cc2)CC1	10.6	9.6	1.6	1.55	8.2	-4.9	1547	-9.8	3.5	1.1	15.1
52	COc1cc(NC(=O)c2cccs2)c(OC)cc1NC(=O)c1ccco1	9.6	3.6	1.9	0.311	4.3	-2.7	1610	-0.3	49.8	0.0	-47.5
53	COC(=O)c1ccccc1NC(=O)c1cn(-c2ccc(C)c(C)c2)c(=O)c2ccccc12	3.1	1.3	4.1	-0.488	9.3	41.0	1685	-6.5	10.2	-0.5	-5.5
54	CCCCSc1nc(O)c(Cc2ccccc2)c(=O)[nH]1	14.4	-4.6	1.8	0.658	2.9	-9.7	1653	-5.8	2.0	-0.1	nt
